Source: PubChem BioAssay (Southern Research Specialized Biocontainment Screening Center)
M. tuberculosis HTS: M. tuberculosis growth inhibition, HTS (AID 449762) | inhibition, % at 25 µM; hits with a dose series show IC50 in µM | hit rate 0.59% among 330,000 | M. tuberculosis H37Rv growth inhibition, 7H9 media; higher % means a stronger effect; in the data active = a potency from the dose series; inconclusive = inhibition above about 70% without an active follow-up result;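 also: bacterial growth assessed after seven days of incubation; strong numbers were not always called active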
tuberculosis growth: growth inhibition of non-replicating M. tuberculosis (AID 488890) | Mycobacterium tuberculosis non-replicating, growth inhibition; higher % means a stronger effect | one-dose inhibition, % at 25 µM; IC50 in µM for titrated hits | hit rate 0.39% among 320,000; in the data active = a potency from the dose series; inconclusive = inhibition mostly from about 82% at the one dose, without a potency; inactive = the rest, 99 in 100 with inhibition below about 76%;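 also: plate controls were DMSO cells for no effect and high antibiotic wells for full effect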
H1N1 NS1A inhibition: H1N1 influenza NS1A inhibitors, functional cell based assay (AID 504329) | NS1A functional cell-based assay, percent inhibition; higher % means a stronger effect | inhibition, % at 12.5 µM; hits with a dose series show IC50 in µM | hit rate 0.3% among 340,000; in the data active = a potency from the dose series; inconclusive = inhibition above about 27% without an active follow-up result; also: strong numbers were not always called active
inhibitors of VEEV: inhibitors of VEEV TC-83 cytopathic effect, confirmation, Vero cells (AID 588727); Vero cells, VEEV TC-83 cytopathic effect inhibition; higher % means a stronger effect; one-dose inhibition, % at 20 µM; IC50 in µM for titrated hits; hit rate 0.13% among 350,000; in the data active = a potency from the dose series; inconclusive = inhibition mostly from about 14% at the one dose, without a potency; inactive = the rest, 99 in 100 with inhibition below about 12%; also: strong numbers were not always called active
PhoP GFP inhibition: PhoP regulon inhibitors, Salmonella typhi PhoP promoter GFP reporter, confirmatory (AID 1850); one-dose inhibition, % at 50 µM; IC50 in µM for titrated hits; Salmonella Typhi PhoP-promoter GFP reporter, fluorescence, 4 h; higher % means a stronger effect; hit rate 0.33% among 310,000; in the data active = a potency from the dose series; inconclusive = inhibition mostly from about 25% at the one dose, without a potency; inactive = the rest, 99 in 100 with inhibition below about 19%;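 also: 0% = induced wells with vehicle and 100% = uninduced wells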
inhibitors of VEEV 10K pilot screen: recorded beside inhibitors of VEEV, whose call it bears; inhibition, %; measured here: 10K pilot screen inhibition
Starred values were filed as active, the others as inactive; i = inactive; ? = inconclusive; . = no result given.

SMILES	M. tuberculosis HTS	tuberculosis growth	H1N1 NS1A inhibition	inhibitors of VEEV	PhoP GFP inhibition	others
Cc1nn(C(C)C)c(C)c1CN1CCC(C(=O)Nc2cccc(-c3cccc(F)c3)c2)CC1	2%	36%	-17%	12%	-2%
COc1c(N2CCN(C(=S)NC3CC4CCC3C4)C(C)C2)c(F)cc2c(=O)c(C(=O)O)cn(C3CC3)c12 (stereo not drawn)	?	?	-11%	i	6.6µM*
Cc1cc(N2CCN(C)CC2)nc2ccc(NC(=S)NCCN3CCc4ccccc4C3)cc12	3%	72%	24%	29%	12%
C=CCOc1ccc(C2N3CC4(CC)CN2CC(CC)(C3)C4=O)cc1 (stereo not drawn)	1%	2%	-11%	i	-19%
COc1ccc(CCN(C)c2ccc(S(=O)(=O)N3CCCC3)cn2)cc1OC	-1%	-9%	2%	1.4%	-31%
CCOC(=O)c1c2n(c3ccc(OC(C)=O)cc13)CCC2	-6%	-8%	-3%	0.8%	-1%
Cc1nn(CC2CC2)c(=O)n1-c1ccc(C(C)C)cc1	-6%	-2%	3%	i	11%
CCOc1ccc(-c2cn(CCC#N)cn2)cc1	-8%	0%	1%	1.2%	-10%
COCCCC1CCN(C(=O)C2CCC(=O)N(Cc3ccccc3F)C2)CC1 (stereo not drawn)	-7%	6%	-5%	0.5%	2%
O=C(NCCc1ccc2c(c1)OCO2)C1CCN(S(=O)(=O)c2ccc(Cl)cc2)CC1	-1%	4%	-8%	1.2%	-8%
COc1ccccc1NC(=O)CCCc1nnc2n(C)c(=O)c3sccc3n12	7%	-5%	2%	2.0%	5%
Cc1ccc(-n2c3c(cc(C(=O)O)c2=O)C(=O)CC(C)(C)C3)cc1	-3%	-3%	19%	i	2%
Nc1nc(-c2ccccc2)cc(N2CCCCC2)n1	-2%	16%	10%	4.5%	10%
Cc1ccc(C(=O)c2cccc(N)c2)cc1C	6%	27%	6%	1.6%	-4%
CCN(CC(=O)Nc1c(F)cccc1F)C(=O)c1ccc(C(F)(F)F)cc1	-2%	3%	-3%	i	-5%

13 structures already listed, arranged by count of non-hydrogen atoms, lowest first:
SMILES	M. tuberculosis HTS	tuberculosis growth	H1N1 NS1A inhibition	inhibitors of VEEV	PhoP GFP inhibition	others
Cc1ccc(C(=O)c2cccc(N)c2)cc1C	6%	27%	6%	1.6%	-4%
CCOc1ccc(-c2cn(CCC#N)cn2)cc1	-8%	0%	1%	1.2%	-10%
Nc1nc(-c2ccccc2)cc(N2CCCCC2)n1	-2%	16%	10%	4.5%	10%
Cc1nn(CC2CC2)c(=O)n1-c1ccc(C(C)C)cc1	-6%	-2%	3%	i	11%
CCOC(=O)c1c2n(c3ccc(OC(C)=O)cc13)CCC2	-6%	-8%	-3%	0.8%	-1%
Cc1ccc(-n2c3c(cc(C(=O)O)c2=O)C(=O)CC(C)(C)C3)cc1	-3%	-3%	19%	i	2%
C=CCOc1ccc(C2N3CC4(CC)CN2CC(CC)(C3)C4=O)cc1 (stereo not drawn)	1%	2%	-11%	i	-19%
CCN(CC(=O)Nc1c(F)cccc1F)C(=O)c1ccc(C(F)(F)F)cc1	-2%	3%	-3%	i	-5%
COCCCC1CCN(C(=O)C2CCC(=O)N(Cc3ccccc3F)C2)CC1 (stereo not drawn)	-7%	6%	-5%	0.5%	2%
O=C(NCCc1ccc2c(c1)OCO2)C1CCN(S(=O)(=O)c2ccc(Cl)cc2)CC1	-1%	4%	-8%	1.2%	-8%
Cc1nn(C(C)C)c(C)c1CN1CCC(C(=O)Nc2cccc(-c3cccc(F)c3)c2)CC1	2%	36%	-17%	12%	-2%
Cc1cc(N2CCN(C)CC2)nc2ccc(NC(=S)NCCN3CCc4ccccc4C3)cc12	3%	72%	24%	29%	12%
COc1c(N2CCN(C(=S)NC3CC4CCC3C4)C(C)C2)c(F)cc2c(=O)c(C(=O)O)cn(C3CC3)c12 (stereo not drawn)	?	?	-11%	i	6.6µM*

Pulled by structure from the entries so far, two records:
SMILES	M. tuberculosis HTS	tuberculosis growth	H1N1 NS1A inhibition	inhibitors of VEEV	PhoP GFP inhibition	others
Cc1nn(CC2CC2)c(=O)n1-c1ccc(C(C)C)cc1	-6%	-2%	3%	i	11%
O=C(NCCc1ccc2c(c1)OCO2)C1CCN(S(=O)(=O)c2ccc(Cl)cc2)CC1	-1%	4%	-8%	1.2%	-8%

More structures
SMILES	M. tuberculosis HTS	tuberculosis growth	H1N1 NS1A inhibition	inhibitors of VEEV	PhoP GFP inhibition	others
C=CCn1c(C(C)NC(=O)CCC)nc2ccccc21 (stereo not drawn)	4%	8%	5%	1.0%	-3%
O=C(COC(=O)c1cc([N+](=O)[O-])ccc1N1CCOCC1)NC1CCS(=O)(=O)C1 (stereo not drawn)	-5%	-18%	-14%	1.4%	3%
CC(C)(C)c1ccc(C(=O)N2CCC(C(=O)NCC3CCCO3)CC2)cc1 (stereo not drawn)	-14%	1%	1%	0.8%	1%
CCCCOC(=O)c1ccccc1C(=O)OCCCC	-2%	1%	-18%	0.4%	.
O=C(NCCS(=O)(=O)NCc1ccccn1)c1ccccc1	-5%	-10%	0%	1.4%	4%
CCC(=O)Nc1ccc(NC(=O)CSc2nnc(-c3ccco3)n2C)cc1	6%	3%	-6%	i	-6%
Cc1ccc(CN2CC3CC(C2)c2cccc(=O)n2C3)cc1 (stereo not drawn)	-4%	19%	-1%	0.2%	-4%
Cc1cccc(C(=O)NC(C)C2CC3CCC2C3)c1 (stereo not drawn)	-3%	?	.	0.9%	16%
O=C(COC(=O)c1ccc2c(c1)OCO2)Nc1ccccc1	-6%	34%	1%	0.8%	10%
O=C(COC(=O)c1cn(-c2ccccc2)nc1-c1ccccc1)c1cccc([N+](=O)[O-])c1	-4%	-1%	5%	i	-3%
O=C(COC(=O)c1n[nH]c(=O)c2ccccc12)c1ccc(Cl)cc1	3%	48%	3%	5.2%	18%
CC(OC(=O)COc1ccc(C#N)cc1)C(=O)Nc1ccc(Cl)cn1 (stereo not drawn)	-7%	5%	-4%	2.0%	5%
Cn1nnnc1SCC(=O)N(C1CCCCC1)C1CCCCC1	1%	2%	-6%	i	-3%
CCn1c2ccccc2c2cc(NC(=O)c3cccc(OC)c3OC)ccc21	7%	-5%	18%	3.4%	-1%
NC(=O)C1CCN(c2oc(-c3cccs3)nc2S(=O)(=O)c2ccc(Cl)cc2)CC1	-10%	12%	-14%	8.0%	.
CC1(C)CC(=O)C(N=Nc2ccc(S(=O)(=O)N3CCOCC3)cc2)=C(O)C1	-1%	15%	15%	0.4%	18%
CC(C)C[C@H](NC(=O)C1CCN(S(=O)(=O)c2ccccc2)CC1)C(=O)NCc1ccccn1	-2%	-1%	1%	i	6%
Cc1ccc(NC(=S)N(Cc2cccs2)Cc2cc3cc(C)cc(C)c3[nH]c2=O)cc1	-2%	-8%	-5%	2.0%	-2%
COc1cccc(NC(=O)Cc2ccc(C)cc2)c1	-1%	7%	3%	3.2%	6%
Cc1ccc(N2CCN(S(=O)(=O)c3ccc4c(c3)NC(=O)C(C)C(=O)N4)CC2C)cc1 (stereo not drawn)	-6%	10%	4%	0.4%	-3%	inhibitors of VEEV 10K pilot screen=0.1
CS(=O)(=O)c1ccc2nc(N)sc2c1	8%	-4%	0%	2.3%	-5%
COCn1ccnc1C(O)(c1ccc(OC)cc1)c1ccc(OC)cc1	18%	-12%	0%	0.1%	-3%
COc1ccccc1-n1c(SCC(=O)Nc2ccccc2C)nc(O)cc1=O	-8%	6%	-5%	3.5%	2%
Cc1cc(C)nc(Sc2ccc([N+](=O)[O-])cc2[N+](=O)[O-])n1	0%	39%	6%	i	-6%
CCOc1ccc(Nc2nc(Cc3nnc(SCC(=O)O)o3)cs2)cc1	-4%	1%	8%	1.4%	14%
Cc1ccc(N(CC(=O)N2CCN(Cc3ccccc3)CC2)S(C)(=O)=O)cc1C	8%	8%	0%	0.1%	1%
COc1cccc(-n2nc(C(=O)N3CCN(Cc4ccccc4)CC3)c3ccccc3c2=O)c1	-1%	-10%	6%	5.4%	-1%
CC1=C(C(=O)Nc2ccc(Cl)cc2)C(c2ccco2)NC(=O)N1 (stereo not drawn)	-5%	0%	4%	1.6%	8%
Cc1cccc(-c2nc(CN3CCCC(C(=O)NC4CCC(C)CC4)C3)c(C)o2)c1 (stereo not drawn)	?	71%	0%	i	-9%
O=C(Cn1c(CN2CCCCC2)nc2ccccc2c1=O)Nc1ccccc1	6%	-9%	3%	i	2%
CC(=O)N1CCN(C(=O)CSc2nc3c(cnn3-c3ccccc3)c(=O)[nH]2)CC1	-1%	-4%	13%	0.3%	-14%
Cc1ccccc1NC(=O)Cn1c(C)nc2ccc(N)cc2c1=O	-14%	-2%	10%	0.8%	2%
Cc1ccc(C(=O)OCC(=O)N(CC(C)C)c2c(N)n(Cc3ccccc3)c(=O)[nH]c2=O)s1	-2%	4%	-4%	2.3%	-1%
Cn1nnnc1SCC(=O)Nc1cc(C(=O)O)cc(C(=O)O)c1	-3%	-11%	9%	i	3%
O=C(CCCC(=O)c1ccccc1)NCCc1ccccc1F	-1%	24%	-1%	1.2%	-5%
COc1ccc(Cl)cc1Nc1ncnc2sc(C)c(S(=O)(=O)N3CCC(C)CC3)c12	-2%	-14%	4%	i	1%
CCNC(=O)C1CC(=O)N(c2ccc(OCC)cc2)C1 (stereo not drawn)	5%	-11%	-2%	0.9%	-12%
CCCN(CC1CC1)C(=O)COC(=O)c1[nH]c(C)c(C(=O)OCC)c1C	0%	21%	8%	3.9%	-6%
CN(C)C(CNc1ncnc2sc3c(c12)CCCC3)c1ccco1 (stereo not drawn)	17%	54%	2%	6.3%	11%
CCC(C)N1C(=O)S/C(=C/c2ccc(N3CCOCC3)cc2C)C1=O (stereo not drawn)	64%	56%	6%	1.5%	-21%
COc1cc2oc(=O)cc(-c3cccc(-c4cccc(C)c4)c3)c2c(OC)c1OC	.	.	-4%	3.4%	.
C/C(=N\Nc1ccc(C(=O)O)cc1)c1ccc2c(c1)Nc1ccccc1S2	52%	5%	10%	1.8%	-17%
Nc1[nH]c(N=NC(=O)c2ccc(Cl)cc2)c2ccccc12	9%	47%	11%	0.8%	-6%
COc1ccc(Cl)cc1NC(=O)C1CCCO1 (stereo not drawn)	-8%	-4%	2%	2.3%	2%
COCCNC(=S)N(CCc1c(C)[nH]c2ccc(OC)cc12)Cc1ccco1	-6%	13%	0%	i	8%
COc1ccc(N2CCN(CCCNS(=O)(=O)c3c(C)noc3/C=C/N(C)C)CC2)cc1	-4%	71%	.	.	7%
C#CCOCCOCCOCCNc1nc(N2CCN(C(=O)CCCCCCCCCCNC(=O)[C@H]([C@@H](C)CC)n3cc(CCCCCN)nn3)CC2)nc(N2CCN(C(=O)CCCCCCCCCCNC(=O)[C@H](CCCCN)n3cc(CCCC(=O)O)nn3)CC2)n1	?	62%	19%	i	-21%	inhibitors of VEEV 10K pilot screen=0.7
CC(=O)N1CCc2c(sc(NC(=O)C3CCCCC3)c2C(N)=O)C1	-8%	.	-10%	2.1%	-8%
O=C(NC(=S)Nc1ccccc1O)c1cccnc1	?	?	-8%	1.4%	14%
C=CCN(c1ccccc1OC)S(=O)(=O)c1cccc(C(=O)OCC(=O)c2c(N)n(C)c(=O)n(C)c2=O)c1	.	.	-7%	7.0%	.
COC(=O)C1(CC2CC(c3cccc(Br)c3)=NO2)CCN(C(=O)OC(C)(C)C)CC1 (stereo not drawn)	31%	7%	-5%	0.9%	-2%
N#Cc1ccc(OCC(=O)n2cc(C(=O)c3cc(Cl)cc(Cl)c3O)cn2)cc1	-5%	-9%	.	.	6%
Cc1cc(OCc2ccc(C(=O)n3cccn3)o2)ccc1Cl	56%	?	11%	2.9%	-6%
COc1cccc(CN2C(=O)Nc3ccccc3C(=O)N2C(C)(C)C)c1	-4%	-16%	-13%	0.2%	-8%
COc1cc(C(=O)NCCc2ccc3c(c2)OCCO3)ccc1OCC(=O)N1CCOCC1	-11%	31%	1%	i	11%
CN1CC(=O)N(C)c2ncn(Cc3ccccc3)c2C1=O	1%	2%	-4%	0.5%	3%
COc1ccc(CCNC(=O)CSc2nnc3ccc(-c4ccncc4)nn23)cc1	7%	55%	-4%	1.1%	6%
Cn1cc(S(=O)(=O)Cc2ccc(F)cc2)c2ccccc21	5%	5%	-3%	1.2%	3%
Cc1cc(/C=C2\C(=N)N3N=C(c4ccco4)SC3=NC2=O)c(C)n1Cc1ccccc1	-3%	33%	-3%	2.8%	-4%
C=CCn1c(O)c(N=NC(=O)c2cccnc2)c2cc(Br)ccc21	7%	13%	-1%	i	24%
